# Screening results from PubChem.
# MCF10A rereplic = A quantitative high throughput screen for small molecules that induce DNA re-replication in MCF 10a normal breast cells. MCF 10A DNA re-replication, Hoechst nuclear intensity, 48 h. Potency, µM (titrated, usually from 46.1 µM), inactives show at the highest dose activity, positive = re-replication, hits mostly activators. 350,000 tested, 2.9% active; further: potency means the concentration at half of the fitted maximal effect; % of control where 0% means no effect; nearly all actives have a fitted effect of over 50% in size
# KB-V1 MDR tox = qHTS assay for MDR1-selective chemotherapeutics: Primary screen using the drug-selected MDR subline cells KB-V1; KB-V1 MDR cells viability, CellTiter-Glo, 72 h; AID 1347076, 2019; 400,000 tested, 3.4% active; Potency, µM (series often up to 46.1 µM), inactives show at the highest dose activity change, negative = cytotoxicity, actives largely listed as cytotoxic; further: potency means the concentration at half of the fitted maximal effect; on the % scale 0 is the no-effect control and ±100 the full control effect; nearly all actives have a fitted effect of over 60% in size
#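 qHTS viability screen in drug-selected KB-V1 MDR cells: 72 h compound treatment at 37 degrees C, ATP luminescence end point.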
# ATXN2 expr inh = Primary qHTS for Inhibitors of ATXN expression; HEK-293 ATXN2-luciferase reporter, luminescence, 24 h; 360,000 tested, 0.72% active; Potency, µM (series often up to 57 µM), for inactives: top-dose activity change, negative = inhibition, most hits filed as inhibitors; AID 1745845, 2022; further: potency means the concentration at half of the fitted maximal effect; on the % scale 0 is the no-effect control and ±100 the full control effect; nearly all actives have a fitted effect of over 55% in size
#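 ATXN2-luciferase reporter cells (luciferase flanked by upstream and downstream ATXN2 gene portions) were treated 24 h at 37 °C with compounds at up to 57 uM. SteadyGlo luminescence gave expression; GF-AFC fluorescence gave viability.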
# SW480 rereplic = A quantitative high throughput screen for small molecules that induce DNA re-replication in SW480 colon adenocarcinoma cells; SW480 DNA re-replication, Hoechst DNA content imaging, 48 h; Potency, µM (titrated, usually from 46.1 µM), for inactives: top-dose re-replication activation, most hits filed as activators; 340,000 tested, 1.8% active; further: potency means the concentration at half of the fitted maximal effect; % of control where 0% means no effect; nearly all actives have a fitted effect of over 55% in size
#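 SW480 cells exposed to compounds for 48 hr at 37 C, 5% CO2, then Hoechst-stained 40 min. Nuclear DNA content imaged by fluorescence scanning (405 nm excitation, 500-530 nm emission); re-replication scored as increased high-intensity nuclei.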
# HT1080-NT tox = qHTS for induction of synthetic lethality in tumor cells producing 2HG: qHTS for the HT-1080-NT fibrosarcoma cell line; HT-1080-NT fibrosarcoma viability, CellTiter-Glo ATP luminescence, 48 h; Potency, µM (highest dose often 46.1 µM), for inactives: at the highest dose activity, negative = less viability, hits mostly cytotoxic; 360,000 tested, 1.6% active; AID 686970, 2013;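 further: NT is the 2HG producing partner of a matched IDH1 knockdown line; potency means the concentration at half of the fitted maximal effect; 0% = DMSO-treated cells and -100% = media-only wells without cells; nearly all actives have a fitted effect of over 55% in size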
#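 Read-out is CellTiter-Glo luminescence after 10 minutes at room temperature, following 48 hours' compound treatment of HT-1080-NT cells (750 cells/well, RPMI, 5% FBS, 37 degrees C).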
# HT1080 IDH1KD tx = qHTS for induction of synthetic lethality in tumor cells producing 2HG: qHTS for the HT-1080-IDH1KD cell line; Potency, µM (top dose mostly 46.1 µM), without a hit: at the highest dose activity, negative = toxicity, usual class: cytotoxic; HT-1080 IDH1 knockdown viability, ATP luminescence, 48 h; AID 686971, 2013; 360,000 tested, 2% active;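 further: potency means the concentration at half of the fitted maximal effect; 0% = DMSO wells and -100% = cell-free medium wells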
#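 IDH1KD HT-1080 cells, 750/well, RPMI + 5% FBS; compound pinned after 2 h settling; 48 h, 37 °C; CellTiter-Glo luminescence; % activity normalised to DMSO and no-cell wells; curves fitted, classed by r2 and efficacy.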
# S2 tox = Viability Counterscreen for Primary qHTS for Inhibitors of ATXN expression | S2 cells (HEK-293 line with an ATXN2-luciferase reporter) viability, CellTiter-Fluor protease fluorescence, 24 h | Potency, µM (highest dose often 56.7 µM), actives largely listed as cytotoxic | 400,000 tested, 0.49% active; further: potency means the concentration at half of the fitted maximal effect; nearly all actives have a fitted effect of over 40% in size
# IL1B secr inh = qHTS for Inhibitors of Inflammasome Signaling: IL-1-beta AlphaLISA Primary Screen | THP-1 LPS/ATP IL-1B secretion, AlphaLISA, 16 h; stronger effect = lower value | AID 743279, 2014 | 360,000 tested, 4.7% active | activity change, % at 57.5 µM; in the data active means activity change below about -50%; inconclusive means mostly about -30% to -49%; further: on the % scale 0 is the no-effect control and ±100 the full control effect
#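 Secreted IL-1B measured by AlphaLISA bead assay after 16 h compound exposure of THP-1 cells; compounds (final up to 57.5 uM) added 1 h before LPS (250 ng/mL) and ATP (1.25 mM) stimulation; lower signal means less secretion.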
# KB-3-1 cytotox = qHTS assay for MDR1-selective chemotherapeutics: Primary screen using the parental adenocarcinoma cell KB-3-1; KB-3-1 viability, CellTiter-Glo ATP luminescence, 72 h; Potency, µM (top dose mostly 46.1 µM), without a hit: at the top dose activity change, negative = cytotoxic, hits mostly cytotoxic; 400,000 tested, 1.4% active; AID 1347075, 2019; further: potency means the concentration at half of the fitted maximal effect; on the % scale 0 is the no-effect control and ±100 the full control effect; nearly all actives have a fitted effect of over 60% in size
#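 Cytotoxicity measured as CellTiter-Glo luminescence after 72 h at 37 C. Compound titrations were pinned onto drug-naive KB-3-1 parental adenocarcinoma cells grown in DMEM with 10% FBS, and normalized data fitted to concentration-response curves.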
# Numbers without * were called inactive; i = inactive; ? = inconclusive; . = not tested or not shown; & = joins results of further samples; [ ] = dose if it differs, or a comment. Unless noted, the call rests on the fitted dose curve; in most records, active means well fitted curve in the direction sought with a large enough effect; inconclusive means small, poorly fitted or top-dose-only effect, or another doubt; inactive means no such curve, though single readings can be large; an effect the other way counts as inactive or inconclusive.
SMILES,MCF10A rereplic,KB-V1 MDR tox,ATXN2 expr inh,SW480 rereplic,HT1080-NT tox,HT1080 IDH1KD tx,S2 tox,IL1B secr inh,KB-3-1 cytotox
COC(=O)CN(c1ccc(C)c(Cl)c1)S(C)(=O)=O,10%,7%,3%,0%,5%,10%,i,-1,3%
O=C(NCc1ccc2c(c1)OCO2)C1CCC(=O)N1C1CCCCC1 (stereo unspecified),-2%,0%,5%,2%,10%,14%,i,10,6%
CCN(C(=O)CSc1nc2ccccc2n1CC(=O)NCc1ccc(OC)cc1)c1ccccc1,.,-17%,5%,.,.,.,i,.,-7%
Cc1ccc(-c2nnc(-n3nc(C)cc3C)c3ccccc23)cc1,4%,-10%,-27%,-1%,3%,7%,i,-17,11%
CC(C)C(=O)N1CCN(C2=NS(=O)(=O)c3ccccc32)CC1,-7%,15%,20%,-10%,5%,8%,i,-5,0%
CCCCNC(=O)C[C@@H]1C[C@@]2(C(=O)OCC)CCC=C2N(Cc2ccccc2)C1=O,.,?,7%,.,2%,16%,i,2,12%
C/C(=N/NC(=O)c1cccnc1)C1=C(O)CC(C)(C)CC1=O,16%,-15%,5%,-12%,-2%,9%,i,21,7%
CCCCn1c(N)c(N(CCOC)C(=O)c2ccc(OCc3c(C)noc3C)cc2)c(=O)[nH]c1=O,-1%,?,.,-5%,1%,8%,i,4,7%
COc1ccccc1C(=O)NCCC(=O)NCCOc1ccccc1,2%,-10%,10%,4%,-20%,10%,i,-6,16%
CCOc1ccc(CNC(=O)C2CCN(Cc3cc4ccccc4n3Cc3ccccc3C)CC2)cc1,.,10%,13%,.,.,.,i,.,-5%
COc1ccc(CNC(=O)[C@@H](C)NC(=O)C2CCN(C(=O)[C@@H](N)CCSC)CC2)cc1,12%,-20%,-1%,-4%,-3%,?,?,-19,-8%
CN1CCN(CCCc2c3c(cc4c2CCC4)CCC3)CC1,?,-30%,-6%,-4%,-1%,-3%,i,-2,-2%
CC(=O)Nc1ccc(CN(C)c2c(C)nc3ccc(C(=O)NCCCN4CCCC4=O)cn23)cc1,.,-1%,8%,.,21%,10%,i,0,12%
O=C(N=C1SC2CS(=O)(=O)CC2N1c1ccc(F)cc1)C1CCCCC1 (stereo unspecified),1%,8%,-1%,3%,-12%,-5%,i,10,4%
C[C@H]1CN(S(=O)(=O)c2ccc3c(c2)OCCO3)CCN1S(=O)(=O)c1c(F)cccc1F,-1%,-4%,-10%,-4%,.,.,i,.,15%
COc1ccc(C2c3sc(=O)[nH]c3SC3C4CCC(C4)C23)cc1OC (stereo unspecified),?,0%,-2%,10%,-5%,-11%,i,11,-18%
O=C(COc1ccccc1)Nc1sc2c(c1C(=O)NCc1cccnc1)CCCC2,-4%,-12%,-13%,4%,-9%,?,?,-19,0%
CCOC(=O)NC(=O)COC(=O)CCCSc1nc2ccccc2s1,4%,3%,?,-10%,5%,5%,i,25,8%
Nc1nc(CN2CCN(c3cccc(Cl)c3)CC2)nc(N2CCCc3ccccc32)n1,?,0%,-29%,0%,?,-22%,i,13,?
Cc1cc(Cl)ccc1NC(=S)NC(C)(C)C,4%,-9%,-25%,9%,-3%,5%,i,10,?
O=C(NCc1ccco1)C(=O)c1cn(CC(=O)N2CCCCC2)c2ccccc12,-2%,?,-16%,-4%,12%,7%,i,6,-1%
CSc1ccccc1NC(=O)Nc1cccc(Cl)c1C,-2%,-18%,.,-2%,11%,-1%,i,?,-1%
COc1ccc(-c2cc3c(=O)n(CC(=O)NCc4ccccc4OC)ncn3n2)cc1,12%,?,16%,-1%,29%,13%,i,12,?
COc1cc2c(cc1OC)CN(C(=O)CSc1ccc(F)cc1)CC2,0%,-22%,.,-18%,7%,-2%,.,-6,0%
Cc1ccc(N(C)S(=O)(=O)c2cccc(C(=O)Oc3ccc4c(C)cc(=O)oc4c3)c2)cc1,-8%,21%,-5%,-7%,13%,16%,i,-1,20%
O=S(=O)(c1ccc(N=C2NN=C(c3cc(F)ccc3F)CS2)cc1)N1CCOCC1,11%,?,?,?,?,16µM*,i,-76*,?
CCOC(=O)C1CCN(C(=S)Nc2ccc(CC)cc2)CC1,-1%,-16%,9%,0%,10%,6%,i,-6,-1%
CN(CC(=O)Nc1ccccc1C(F)(F)F)C(=O)c1cc2c(s1)CCCCC2,?,-8%,-2%,-35%[inhibitor],-4%,-18%,i,19,-6%
O=C(Cn1nnc(N2CCCCC2)n1)c1ccc(Cl)c(Cl)c1,14%,11%,.,5%,0%,-3%,i,-1,-15%
CC(C)(C)C(=O)Nc1ccccc1C(=O)N1CCCC1,?,0%,7%,2%,8%,6%,i,31,7%
Cc1ccc(Oc2nc3ccccc3n3cccc23)cc1,10%,14%,-22%,0%,-8%,-5%,i,44,15%
CCOC(=O)c1sc(=NC(=O)c2ccccc2)n(C)c1C,-2%,-23%,67%[activator],0%,2%,-7%,i,39,-5%
O=C(NCCOC(=O)c1ccc(Cl)cc1)c1cccnc1,3.7µM*,-10%,5%,4%,-5%,-5%,i,-11,1%
CC(=O)c1cccc(NC(=O)CCN2C(=O)C3C4CCC(C4)C3C2=O)c1 (stereo unspecified),1%,5%,-4%,?,-3%,3%,i,i,1%
Cc1nn(-c2ccccc2)c2c1N(CC(=O)N1CCN(c3ccccc3F)CC1)C(=O)CS2,.,6%,-14%,.,.,.,i,.,-4%
CCOC(=O)N1CCN(C(=O)c2ccc(N(Cc3ccc(C)cc3)S(C)(=O)=O)cc2)CC1,-3%,18µM*,1%,7%,3%,1%,i,7,3%
Cc1cccc2c(N=NC(=O)C(C)n3cnc4ccccc4c3=O)c(O)[nH]c12 (stereo unspecified),-18%,-6%,5%,19%,-14%,-2%,i,-1,-3%
COc1ccc(NC(=O)CN(C)C(=O)c2csc3c2CCCC3)cc1,3%,?,3%,-3%,2%,12%,i,7,28%
COc1ccc(C(=O)NC[C@H]2O[C@@H](n3cnc4c(N)ncnc43)[C@H](O)[C@@H]2O)cc1OC,.,?,-3%,.,17%,18%,i,10,0%
O=C1N/C(=C/c2cccn2-c2ccccc2)C(=O)N1c1cccc(Cl)c1,3%,-23%,13%,18%,-29%,-4%,i,4,8%
O=c1cc(CSc2ccccc2)nc(-c2ccccc2)[nH]1,3%,0%,5%,-3%,3%,13%,i,1,13%
CC(C)(C)c1ccc(NC(=O)COC(=O)c2ccc(NS(=O)(=O)c3ccc(F)c(F)c3)cc2)cc1,?,?,6%,-7%,0%,-15%,i,?,-24%
CCOc1ccccc1CNS(=O)(=O)c1csc(C(N)=O)c1,1%,6%&-11%,3%&12%,5%,10%,26%,i,1,4%&7%
Cc1nnc(SCC(=O)N2c3ccccc3CC2C)s1 (stereo unspecified),-2%,-4%,6%,-6%[9.22 µM],12%,5%,i,2,15%
COc1ccc(OC)c(CCNC(=O)CS(=O)(=O)Cc2nc(-c3ccc(C)cc3)oc2C)c1,17%,?,-9%,-8%,2%,4%,?,-10,-13%
Cc1cccc(C(=O)N(NC(=O)Oc2ccccc2)C(C)(C)C)c1,9%,-20%,3%,-65%[inhibitor],3%,7%,i,6,5%
CC1=NN(c2ccccc2)C(=O)/C1=C\C=C1\N(C)c2ccccc2C1(C)C,?,10%,-12%,1%,-3%,-2%,i,-13,-6%
Cc1ccccc1-c1nnc(CN2CCN(c3cc(Cl)ccc3C)CC2)o1,.,?,-28%,.,.,.,?,.,2%
CCOC(=O)C1CCCN(c2c(NCCC(C)C)c(=O)c2=O)C1 (stereo unspecified),0%,-5%,-6%,-54%[inhibitor],-4%,17%,i,9,-18%
O=C(NCc1ccccc1)c1ccc(F)c(S(=O)(=O)N2CCOCC2)c1,1%,6%,8%,2%,4%,9%,i,-11,20%
# (next part)
SMILES,MCF10A rereplic,KB-V1 MDR tox,ATXN2 expr inh,SW480 rereplic,HT1080-NT tox,HT1080 IDH1KD tx,S2 tox,IL1B secr inh,KB-3-1 cytotox
Cc1c(CC(=O)O)c(=O)oc2c(C)c3occ(-c4ccc(Br)cc4)c3cc12,?,-12%,1%,-9%,9%,15%,?,1,18%
CC(C)N(Cc1nc(-c2ccccc2)no1)C(=O)CCCN1C(=O)c2ccccc2C1=O,-6%,-11%,7%,-1%,3%,9%,i,-14,-5%
O=C(CCN1CCCCC1)Nc1ccccc1,-3%,10%,-17%,4%,-2%,9%,i,25,0%
C/C(CC(=O)Nc1c(C)cc(C)cc1C)=N\NC(=O)OC(C)(C)C,1%,-7%,1%,-2%,15%,18%,i,0,9%
O=C(C1CCN(S(=O)(=O)Cc2ccccc2)CC1)N1CCN(c2cccc(Cl)c2)CC1,.,0%,-4%,.,.,.,i,.,4%
Cc1cc(=O)oc2cc(OCC(=O)N3CC[C@@]4(O)CCCC[C@H]4C3)ccc12,-3%,0%,3%,-7%,6%,12%,i,0,0%
Cc1ccc(CNC(=O)C2CCN(c3nn4c(=O)cc(C)nc4s3)CC2)cc1,0%,-3%,4%,-38%[inhibitor],-4%,-5%,i,-16,-8%

# Some of the entries so far, with values under each structure:
# Values run as follows: MCF10A rereplic, KB-V1 MDR tox, ATXN2 expr inh, SW480 rereplic, HT1080-NT tox, HT1080 IDH1KD tx, S2 tox, IL1B secr inh, KB-3-1 cytotox
COc1ccc(NC(=O)CN(C)C(=O)c2csc3c2CCCC3)cc1
 : 3%, ?, 3%, -3%, 2%, 12%, i, 7, 28%
COc1ccc(C(=O)NC[C@H]2O[C@@H](n3cnc4c(N)ncnc43)[C@H](O)[C@@H]2O)cc1OC
 : ., ?, -3%, ., 17%, 18%, i, 10, 0%
